High-throughput results deposited in PubChem by several laboratories.
NR2E3 ag-1: human photoreceptor-specific nuclear receptor agonism. AID 602229. CHO-S Gal4-NCOR/VP16-NR2E3 two-hybrid, luciferase. inhibition of corepressor binding, % at 3.98 µM. actives 0.35% (n = 360,000). Q9Y5X4;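 active = inhibition above the mean of all tested compounds plus 3 SD, cut at about 70% in these data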;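 also: 0% = DMSO with NR2E3 transfected cells and 100% = cells lacking NR2E3 construct; higher means lower luciferase signal from less NR2E3 corepressor binding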
Shn3 3UTR inh: inhibitors of Schnurri-3 3'UTR reporter in osteoblasts; Clone20 osteoblast Shn3 3'UTR firefly luciferase, 24 h; inhibition, % at 12.5 µM; actives 0.52% (n = 360,000);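 active = mean inhibition of at least 75% with every replicate also reaching 75%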;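 also: 0% = median of neutral control wells and 100% = pilot-screen positive control compound; some compounds past the cut are filed as inactive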
Peg3 promoter: reduces Peg3 promoter-driven luciferase expression in HeLa | HeLa PEG-Prom luciferase reporter, luminescence, overnight | inhibition, % at 20 µM | actives 1.7% (n = 360,000) | AID 588405;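 active = inhibition of at least 50% at 20 µM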
PDI inh: PDI (human) enzyme inhibition. actives 0.052% (n = 350,000). AID 588391. PDI insulin aggregation turbidity, A650, 90 min. P07237. inhibition, % at 10 µM;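 active = mean inhibition across replicates of 30% or more, whatever share of single replicates reach that level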;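 also: absorbance from insulin aggregation driven by PDI reduction with DTT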
Target sequence (P07237 whole entry, looked up): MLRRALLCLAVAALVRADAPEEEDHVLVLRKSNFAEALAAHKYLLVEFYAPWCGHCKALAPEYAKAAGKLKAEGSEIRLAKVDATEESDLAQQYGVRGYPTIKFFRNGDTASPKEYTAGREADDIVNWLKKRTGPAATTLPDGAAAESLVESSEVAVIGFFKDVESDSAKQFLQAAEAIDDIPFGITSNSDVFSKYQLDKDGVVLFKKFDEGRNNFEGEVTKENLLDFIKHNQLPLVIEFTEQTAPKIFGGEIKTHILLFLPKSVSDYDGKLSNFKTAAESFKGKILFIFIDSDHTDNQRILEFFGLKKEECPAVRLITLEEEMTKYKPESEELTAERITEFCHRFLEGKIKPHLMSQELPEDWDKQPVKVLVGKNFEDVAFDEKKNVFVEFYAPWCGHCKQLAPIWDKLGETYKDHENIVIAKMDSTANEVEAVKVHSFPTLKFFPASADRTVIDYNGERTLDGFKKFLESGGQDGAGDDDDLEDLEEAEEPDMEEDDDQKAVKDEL
iPSC survival up: enhancers of human iPSC single-cell survival | hiPSC single-cell survival, ATPlite luminescence; 100% = ROCK inhibitor wells, 0% = DMSO | survival enhancement, % at 20 µM | actives 0.044% (n = 360,000) | AID 602274; in the data active = survival enhancement above about 18%;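 also: cells exposed to compounds for 16 hours before the ATP read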
CaV13 ICDI inh: Primary screen for inhibitors of IQ motif and Ca2+-dependent inactivation inhibitor domain binding in CACNA1D, Förster resonance energy transfer in living cells, …; HEK cells, CFP/YFP FRET ICDI-IQ, plate reader, 10 min; percent FRET-ratio fall versus neutral wells; inhibition, % at 12.3 µM; actives 0.098% (n = 340,000); AID 743397;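 active = mean replicate inhibition of at least 30% and at least 1% of replicates passing that level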;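 also: 0% = median of the neutral control wells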
NR2E3 ag-2: agonists of human nuclear receptor NR2E3. Q9Y5X4. GST-NR2E3/biotin-RetCOR TR-FRET, 1536-well. inhibition of corepressor binding, % at 4.78 µM. actives 0.12% (n = 320,000). AID 2300;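 active = percent inhibition above the cutoff of mean plus 3 SD of all tested compounds, set per screening campaign, cut at about 20% in these data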;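 also: 0% = DMSO wells and 100% = biotin wells as full block of FRET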
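Format: 1536-well format; test system: GST-NR2E3 and biotin-RetCOR proteins; read-out basis: percent inhibition of TR-FRET ratio; timing: 5 h incubation at 4 °C; detection: time-resolved FRET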
TRPM1 prom inh: reduces MITF-dependent TRPM1 promoter luciferase signal. AID 488899. SK-MEL-5 TRPM1 promoter luciferase, 24 h. actives 0.83% (n = 330,000). inhibition, % at 12.5 µM;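 active = mean inhibition across replicates of 60% or more, whatever share of single replicates reaches that level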; also: values of inactives mirror those of a sister screen read the other way
m5-HT2A agonist: agonists of mouse serotonin 5-HT2A receptor (HTR2A); actives 0.66% (n = 360,000); activation, % at 7.6 µM; AID 624169; CHO-K1 mHTR2A beta-arrestin complementation, luminescence; percent of 30 µM serotonin response;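 active = activation above a run cutoff, the mean activation of all tested compounds plus 3 SD, cut at about 14% in these data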;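 also: 0% = plate median of compound wells and 100% = 30 µM serotonin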
Target sequence (P35363 whole entry, looked up): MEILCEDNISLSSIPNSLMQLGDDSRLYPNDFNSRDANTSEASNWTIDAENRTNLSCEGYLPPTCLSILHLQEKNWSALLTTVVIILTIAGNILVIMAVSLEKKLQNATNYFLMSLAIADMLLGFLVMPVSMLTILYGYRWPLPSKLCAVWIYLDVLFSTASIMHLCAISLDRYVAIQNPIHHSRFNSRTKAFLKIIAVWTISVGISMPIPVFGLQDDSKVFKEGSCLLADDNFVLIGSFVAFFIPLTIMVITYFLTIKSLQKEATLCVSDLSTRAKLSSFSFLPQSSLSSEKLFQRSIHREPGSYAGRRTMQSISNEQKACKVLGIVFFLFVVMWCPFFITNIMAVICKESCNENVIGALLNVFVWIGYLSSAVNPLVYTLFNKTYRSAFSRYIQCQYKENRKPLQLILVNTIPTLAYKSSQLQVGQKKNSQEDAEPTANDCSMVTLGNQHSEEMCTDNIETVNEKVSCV
Cardio protect: protects H9c2 cardiomyocytes from peroxide injury. H2O2 injury protection, ATPLite, 2 h. protection from H2O2 cell death, % at 20 µM. actives 0.63% (n = 360,000). AID 588492;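 active = compounds giving at least 50% protection of heart cells from peroxide-induced death in the single-dose screen, raw or plate-pattern-corrected value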;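 also: 0% = DMSO wells with peroxide and 100% = DMSO wells without peroxide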
HIF-2a inh: HIF-2a inhibition; 786-0 RCC cells HIF-2a reporter, luciferase luminescence, overnight; inhibition, % at 18.8 µM; actives 0.72% (n = 360,000);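 active = inhibition of the luminescence signal of 40% or more relative to plate controls, in a single-dose primary screen at 18.75 µM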
Numbers without * were called inactive; nt = not tested or not shown. The order is random; about 3.9% have a hit in one of these screens.

SMILES	NR2E3 ag-1	Shn3 3UTR inh	Peg3 promoter	PDI inh	iPSC survival up	CaV13 ICDI inh	NR2E3 ag-2	TRPM1 prom inh	m5-HT2A agonist	Cardio protect	HIF-2a inh
Cc1nc(C#N)c(N/N=C/c2cccc(Cl)c2)o1	-69	-54	-309	3	0.1	-7	-1	-69	-9	-12	-317
COP(=O)(/C=C/c1ccccc1)C(O)c1ccc(F)cc1 (configuration not stated)	8	7	4	4	4.9	-5	7	-12	-5	-2	-2
Cc1cc(C)c(C)c(S(=O)(=O)N[C@@H](C)C(=O)OC(C)C(=O)NC(N)=O)c1C (some centres not stated)	-26	11	-6	-5	-0.1	3	-2	4	7	7	11
CSc1ccccc1NC(=O)CN(C)CC(=O)Nc1cc(C)ccc1C	-14	3	16	5	-0.5	-5	3	-6	2	-5	17
O=C(COc1ccc(/C=N/NC(=O)C(=O)N2CCCCCC2)cc1)Nc1ccccc1Cl	-13	4	-151	-4	-0.6	-5	0	-31	0	2	-13
Cc1ccc(CN(C(=O)c2csnn2)C(C(=O)NC2CCCC2)c2ccco2)cc1 (configuration not stated)	-8	8	11	-8	-0.2	-4	5	-8	-1	0	6
CCc1cc[n+](CC(=O)Nc2ccc(Cl)cc2Cl)cc1	17	-43	-2	1	-0.2	-2	1	-4	13	0	13
CCN1/C(=C2\C(=O)N(C)C(=S)N2C)C=Cc2cc(C)ccc21	2	19	-19	8	1.5	-9	-5	7	4	2	11
COc1ccc(-c2c(C(F)(F)F)nn(C)c2NC(=O)CSCC(=O)O)cc1	-56	5	8	-8	0.1	-4	3	nt	2	1	17
CC(OC(=O)c1cccc(Cl)c1)C(=O)NC1CCCCC1C (configuration not stated)	-7	-2	4	3	-0.4	-10	-1	2	0	-4	4
O=C(O)COc1ccccc1/C=N/NC(=O)c1cc(-c2ccc(Cl)cc2)nc2ccccc12	-44	4	-4	10	-0.5	-5	-4	-5	-7	0	-2
O=S(=O)(c1ccc(Cl)s1)N1CCC(Cc2ccccc2)CC1	-4	0	4	2	6.1	-8	2	-1	-1	-16	18
Cn1c(SCCOc2ccccc2F)nc2ccccc2c1=O	-26	17	-18	0	0.2	3	1	-13	-4	-12	-54
Cc1ccc(NS(=O)(=O)c2c(C)[nH]c(C)c2C(=O)N2CCCCC2)c(Br)c1	-4	15	14	3	-0.5	-6	-1	10	-3	-3	9
CCOC(=O)C1=C(C)c2ccccc2N(C(=O)OC)C1(C)C(=O)OCC (configuration not stated)	35	7	0	5	-1.0	-5	nt	11	-2	4	7
O=C(c1ccc(N2CCN(C(=O)c3ccccc3Br)CC2)cc1)c1cccc(F)c1	45	47	13	1	-0.1	nt	1	7	7	-9	9
O=C(CNS(=O)(=O)c1ccc(F)cc1)N1CCOCC1	16	-9	6	3	0.3	-3	4	-1	2	-2	9
c1ccc(Cc2c(-c3ccccc3)nc3c4ccccc4ccn23)cc1	-32	-18	-158	-5	-2.1	-9	nt	nt	5	-11	-92
COc1ccc(NC(=O)CCC(=O)N2CCOCC2)c([N+](=O)[O-])c1	-17	6	9	8	0.1	nt	-5	1	0	1	13
CCOc1ccc(OCC)c(NC(=O)CN2CCN(CC)CC2)c1	-22	11	9	1	0.5	-6	-4	5	4	-2	12
Cc1cccc(N2CCN(C(=O)CNC(=O)c3ccccc3)CC2)c1C	-54	-6	-103	-14	0.2	-4	5	-53	1	-8	-93
CCN1CCN(C(=O)c2cn(CC)c3ccc(S(=O)(=O)N(C)C)cc3c2=O)CC1	-14	3	13	nt	2.5	-2	1	5	0	5	18
O=C(c1ccc2c(c1)OCO2)N1CCC2(CC1)Oc1ccc(F)cc1C(=O)C21CC(c2ccccc2)=NO1 (configuration not stated)	-28	9	12	-7	-2.9	-8	5	5	4	16	9
CCOC(=O)C(/C(N)=N/C(=O)Nc1ccccc1)=C(\C)O	-20	-4	8	-1	-1.5	-9	0	2	4	5	-14
CCOc1ccccc1OCCn1nnc2ccccc21	-17	-3	-3	-5	-1.7	-5	0	-16	4	-2	-9
Cc1c(Cl)cccc1NC(=O)CSc1nnnn1C	-3	-18	-1	4	-0.2	-17	nt	nt	-4	6	11
COc1ccc(CCNC(=O)C2CC(c3ccccc3C(F)(F)F)=NO2)cc1 (configuration not stated)	-16	-7	-4	-8	1.3	-7	1	-3	3	-1	-3
CCOc1ccc(NC(=O)CN(C)C(=O)CCC2CCCCC2)cc1OCC	-33	5	14	9	0.0	-7	-4	6	5	-10	7
COc1cccc(/C=C/C(=O)c2ccc[nH]2)c1	-39	-75	-362	-3	-3.4	-5	1	-50	4	-9	-258
C/C(CC(=O)Nc1cccc2c1CCCC2)=N\NC(=O)COc1ccccc1	-23	-6	5	2	0.4	-4	-4	0	-7	6	18
CCCOc1ccc(CSCCNC(=S)Nc2ccccc2)cc1	1	66	25	15	-2.6	-8	0	1	-10	-18	5
Cc1ccc(-c2[nH]nc(N)c2N=Nc2cccc(Cl)c2C)cc1	-20	30	28	2	3.0	-6	nt	23	1	-18	-49
COc1cccc(C2=NN(C(C)=O)C(c3cccs3)C2)c1 (configuration not stated)	-55	-19	-47	-3	0.0	-19	-3	-15	5	5	-118
CCC(/C=N/NC(=O)CCCCC(=O)N/N=C/C(CC)CC)CC	-45	5	15	3	-1.1	-20	-5	-21	0	-1	10
COc1ccc(C(=O)COC(=O)c2ccc([N+](=O)[O-])s2)cc1OC	-1	0	6	1	-4.1	-6	-3	2	-8	62*	-4
Cc1ccc(OCc2cc(C(=O)N(C)Cc3cnn(-c4ccccc4C)c3)no2)cn1	80*	21	-75	3	-0.4	-2	1	-9	2	-11	-77
Cc1ccc(S(=O)(=O)NCC(=O)NCC(=O)OCc2c(F)cccc2Cl)cc1	2	1	-4	1	-0.8	-12	0	16	3	1	0
C/C=C\C=C\C(=O)N1CC2(CC(c3cccc(NC(=O)CC(c4ccccc4)c4ccccc4)c3)=NO2)C[C@H]1C(N)=O (some centres not stated)	-21	1	13	5	8.3	nt	1	9	-3	3	7
O=C(Nc1ccc2c(c1)OCCO2)c1cc(-c2ccccn2)nc2ccc(Br)cc12	-6	23	9	-5	-0.6	-5	-4	10	-4	-7	7
Cc1sc2ncnc(Nc3ccc(O)cc3)c2c1C	1	9	-10	-6	-0.9	-6	1	-2	-1	-1	-17
COCCCNC(=O)c1cc(C(=O)Cc2ccccc2)c[nH]1	-13	9	12	-5	-1.4	-4	0	0	-7	8	10
CC(OC(=O)c1ccncc1)C(=O)Nc1cccc(Cl)c1 (configuration not stated)	-8	4	-1	-2	4.9	-5	-1	-12	-1	2	13
COc1cc(OC)cc(N2CCN(S(=O)(=O)c3ccc(-n4cnnn4)cc3)CC2)c1	-2	-7	-6	-1	1.0	-6	3	-6	0	4	6
CC(=O)c1c(C)nc(-c2ccccc2)nc1N	-26	-37	-81	3	-0.3	-19	1	-17	4	-4	-110
CCC(=O)c1ccc(OCC(O)CN2CCN(c3ccc(F)cc3)CC2)cc1 (configuration not stated)	-18	20	-1	-6	-1.0	-4	-1	8	1	-2	13
CCOc1c2ccoc2nc2c(OC)c(OC)ccc12	-28	-1	-137	nt	-1.0	nt	2	nt	5	-2	-100
CNc1oc(Cc2ccccc2)nc1S(=O)(=O)c1ccc(Cl)cc1	21	-22	2	-1	-0.2	-8	0	-5	3	10	-13
Cc1ccc2c(c1)c(-c1csc(N)n1)c(C)n2C	12	3	-3	-1	-0.4	-21	1	15	2	0	-1
CCN1C(=O)N(CC)C(O)(c2ccccc2)C1(O)c1ccccc1 (configuration not stated)	-12	-15	3	-2	3.5	-2	-1	1	0	-2	8
CS(=O)(=O)N(CC(=O)N1CCc2ccccc2C1)c1ccccc1Br	-30	2	24	9	-0.2	-6	-1	-8	-2	3	10

Of the compounds above, 2 contain a nitro group on carbon:
SMILES	NR2E3 ag-1	Shn3 3UTR inh	Peg3 promoter	PDI inh	iPSC survival up	CaV13 ICDI inh	NR2E3 ag-2	TRPM1 prom inh	m5-HT2A agonist	Cardio protect	HIF-2a inh
COc1ccc(NC(=O)CCC(=O)N2CCOCC2)c([N+](=O)[O-])c1	-17	6	9	8	0.1	nt	-5	1	0	1	13
COc1ccc(C(=O)COC(=O)c2ccc([N+](=O)[O-])s2)cc1OC	-1	0	6	1	-4.1	-6	-3	2	-8	62*	-4

(listing goes on)
SMILES	NR2E3 ag-1	Shn3 3UTR inh	Peg3 promoter	PDI inh	iPSC survival up	CaV13 ICDI inh	NR2E3 ag-2	TRPM1 prom inh	m5-HT2A agonist	Cardio protect	HIF-2a inh
Cc1c(C(=O)N2CCCCCC2)nnn1-c1nonc1N	-31	-13	10	5	-1.9	-6	1	8	6	-8	4
Cc1cc(Nc2nn(C)c(N)c2C#N)ccc1F	-4	-30	-35	-3	-2.7	-8	3	-27	-2	0	-43
O=C(CN(C(=O)c1csnn1)c1ccc(F)c(Cl)c1)NCc1ccccc1	-31	11	13	8	1.0	-4	0	-2	3	-1	13
O=C(O)CCCC(=O)Nc1nncs1	8	0	17	12	-0.5	-2	-1	6	1	-4	12
Cc1ccc(CC(=O)NC2CCN(Cc3ccccc3)CC2)cc1	1	-16	22	2	2.2	-9	-2	6	-7	4	17
O=C(OCc1ccccc1)N1CCC2CC1c1cc(N3CCCCC3)ccc12 (configuration not stated)	-57	-2	-103	-8	-0.9	-6	nt	-25	-4	-18	-183
Nc1nonc1C(=O)N/N=C/c1ccc(Br)o1	-11	-12	13	14	-0.5	9	1	7	1	6	17
O=C(Cn1cncn1)NCCC(c1ccccc1)c1ccccc1	3	8	6	4	-0.1	5	2	17	4	4	17
O=C(NCCc1ccccc1)C1CCC(Cn2c(=O)c3ccccc3n(Cc3cccc(Cl)c3)c2=O)CC1 (configuration not stated)	-2	19	43	-6	-0.4	-4	4	14	-4	-1	12
O=C(OCc1ccccc1)C1CCCN1C(=O)c1cccs1 (configuration not stated)	-13	19	-11	-1	0.1	nt	0	-2	5	-1	7
CC1CCCC(NC(=O)c2ccc3c(c2)OCCO3)C1C (configuration not stated)	-95	-124	-183	6	-0.4	-2	5	-66	0	-8	-228
CCN(CC)CCOC(=O)c1c(C)oc2ccc(O)cc12	-10	4	-11	5	-1.9	nt	2	3	-3	3	-10
CCCCCCCCN1C(=O)[C@H](CC(=O)N2CCN(C(=O)OCC)CC2)C[C@@]2(C(=O)OCC)CCCC=C12	19	nt	nt	nt	0.5	-2	nt	nt	3	nt	10
CCNc1nc(NCC)n2c(SCC(=O)Nc3ccc(C)c(C)c3)nnc2n1	-22	-1	12	4	-0.3	-7	1	-2	8	-3	-1
COc1ccccc1NC(=O)c1cccc(S(=O)(=O)N2CCN(c3ccccc3)CC2)c1	11	-7	-4	-9	-0.2	-6	2	2	-2	-2	-6
O=C(c1ccccc1F)N1CCc2ccccc21	-3	4	15	1	0.9	nt	-2	7	8	2	-5
Cc1ccc(NC(=O)COc2ccc(-n3cnnn3)cc2)cc1C	-18	12	-2	-4	-0.9	-7	2	6	-4	-10	12
